Screens as filed in PubChem BioAssay.
CHT block – inhibitors of human choline transporter CHT | AID 488975, 2010 | B-score at 10 µM | High affinity choline transporter 1 (Homo sapiens), Q9GZV3 | CHT-expressing cells, membrane potential dye, choline response; active compounds read low | 310,000 tested, 0.86% active;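 active = B-score over 3 SD under the library average, and starting fluorescence ratio not unusually high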;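 also: choline stimulus applied at its EC90 after an EC20 pre-addition; B-score computed on integrated fluorescence ratio after choline addition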
Target sequence (Q9GZV3 whole entry, looked up): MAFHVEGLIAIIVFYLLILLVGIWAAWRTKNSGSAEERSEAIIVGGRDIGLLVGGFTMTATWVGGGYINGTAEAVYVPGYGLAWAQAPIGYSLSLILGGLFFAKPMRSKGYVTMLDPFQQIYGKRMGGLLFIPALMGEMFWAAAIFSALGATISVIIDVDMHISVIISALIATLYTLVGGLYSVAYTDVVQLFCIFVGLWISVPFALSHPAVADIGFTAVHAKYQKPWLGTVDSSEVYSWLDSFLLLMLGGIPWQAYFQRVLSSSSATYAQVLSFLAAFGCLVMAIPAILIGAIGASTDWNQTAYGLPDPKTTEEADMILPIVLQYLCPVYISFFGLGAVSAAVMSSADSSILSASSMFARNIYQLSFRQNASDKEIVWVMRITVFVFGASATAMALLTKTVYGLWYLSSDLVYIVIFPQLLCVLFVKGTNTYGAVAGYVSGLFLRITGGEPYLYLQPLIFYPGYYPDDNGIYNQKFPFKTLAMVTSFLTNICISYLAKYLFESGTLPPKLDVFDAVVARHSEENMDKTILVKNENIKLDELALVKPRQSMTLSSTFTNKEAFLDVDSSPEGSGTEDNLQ
KCNQ2 inh – KCNQ2 potassium channel inhibitors, primary screen, cell-based, CHO-K1, FluxOR thallium flux, B-score (AID 2156); 20 min; active compounds read low; B-score at 10 µM; 310,000 tested, 1.1% active;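 active = fluorescence ratio B-score at most minus 3 library SDs, with starting brightness B-score within 2 library SDs, cut at about -5.5 in these data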
The depositor's hits bear a star; i = inactive; / = no result given.

The first three records, ahead of the listing:
Fields – KCNQ2 inh, CHT block
CC(C)C[C@H]1CN=C(N(C)C)N1CCCCc1ccccc1
  /, i
O=C(CSc1ncccn1)n1c2c(c3ccccc31)CCCC2
  i, i
NCCNC(=O)c1c(NC(=O)c2ccccc2)sc2c1CCCC2
  i, i

This part in full, from the first entry:
Fields – KCNQ2 inh, CHT block
CC(C)C[C@H]1CN=C(N(C)C)N1CCCCc1ccccc1
  /, i
O=C(CSc1ncccn1)n1c2c(c3ccccc31)CCCC2
  i, i
NCCNC(=O)c1c(NC(=O)c2ccccc2)sc2c1CCCC2
  i, i
CCOC(=O)C1=C(COC(=O)/C=C/c2cccc(OC)c2OC)NC(=O)NC1C (stereo not given)
  i, i
Cc1ccc(N(C(=O)Cn2nnc(-c3ccc(F)cc3)n2)C(C(=O)NC(C)(C)C)c2ccncc2)cc1 (stereo not given)
  i, i
CCCCNC(=O)[C@@H]1CCCN1S(=O)(=O)c1cccc2cccnc12
  /, i
CCCc1cc(=O)oc2c(C)c(O[C@@H]3O[C@H](CO)[C@@H](O)[C@H](O)[C@H]3O)ccc12
  i, i
Cc1onc(-c2c(Cl)cccc2Cl)c1C(=O)N1CCN(c2ccccc2)CC1
  i, i
O=C(Nc1c[nH]c(=O)[nH]c1=O)c1ccc2c(c1)C(=O)N(c1cccc([N+](=O)[O-])c1)C2=O
  i, /
Cc1oc2ccc(OCc3ccc(Cl)cc3)cc2c1C(=O)O
  i, -5.12*

Other results:
Fields – KCNQ2 inh, CHT block
CCc1nc(NCC(C)C)c(C#N)c2c1COC(C)(C)C2
  i, i
O=C(c1n[nH]c2c1CCC2)N1CCCC(Nc2cccc(F)c2)C1 (stereo not given)
  i, i
COc1ccccc1NC(=O)c1cc(Sc2nncn2C)nc2ccccc12
  i, i
CCOc1cccc(-c2cc(C(=O)N3N=C(C)CC3(O)C(F)F)c3ccccc3n2)c1 (stereo not given)
  i, i
O=C(CSc1cccc[n+]1[O-])NC(=O)c1ccc(OC(F)F)cc1
  i, i
C[N+]1(CC(=O)OCCCc2ccccc2)CCOCC1
  i, i
O=C(O)CCCNS(=O)(=O)Cc1ccccc1
  i, i
Cc1ccc(-c2n[nH]c(=S)n2C)cc1
  i, /
CCCOc1cccc(-c2nnc(N)s2)c1
  i, i
CC1=C(C(=O)OC(C)C)C(c2cccs2)n2ncnc2N1 (stereo not given)
  i, i

Next part.
Fields – KCNQ2 inh, CHT block
CC1CCN(C(=O)COc2ccc(Nc3ccccc3)cc2)CC1
  i, i
O=C(CSc1c(Cl)cccc1Cl)NC1CCCc2ccccc21 (stereo not given)
  i, i
Cc1cccc(C)c1NC(=O)CNC(=O)c1ccncc1
  i, i
CCOc1ccc(NC(=O)c2nn(C)cc2Br)cc1
  i, i
COC(=O)C1=C(O)/C(=C\c2cc(C)n(-c3ccc(F)cc3)c2C)N=C1C
  i, i
COc1ccc(-c2cc(C#N)nc(N3CCN(C)CC3)n2)cc1
  i, i
Cc1nnn(-c2nonc2N)c1C(=O)N/N=C/c1ccccc1O
  i, i
Cn1c(CCN2CCOCC2)nc2cc(NC(=O)COc3ccc(Cl)cc3)ccc21
  i, i
COc1ccc(/C=C(\NC(=O)c2ccc([N+](=O)[O-])cc2)C(=O)NCCCn2ccnc2)cc1
  i, i
O=C(CN1CCOCC1)Nc1ccc(NC(=O)c2ccccc2F)cc1
  i, i

Shown as a hit in CHT block (from the list above):
Fields – KCNQ2 inh, CHT block
Cc1oc2ccc(OCc3ccc(Cl)cc3)cc2c1C(=O)O
  i, -5.12*

The list continues:
Fields – KCNQ2 inh, CHT block
C=CCSc1nc(N)c2c(C)c(C)sc2n1
  i, i
O=C1/C(=C/c2cccnc2)SC(=S)N1c1ccc(O)cc1
  i, i
O=C(c1cncc(Br)c1)N1CCN(c2ccc(N3CCOCC3)nn2)CC1
  i, i
O=C(NC1=NCCS1)c1cccc(Br)c1
  i, i
CC(Oc1ccc(Cl)cc1Cl)C(=O)Nc1ccc(OCC(=O)O)cc1 (stereo not given)
  i, i
CCc1nnc(NC(=O)OCc2ccccc2)s1
  i, i
O=C(CSc1ccc([N+](=O)[O-])cc1)Nc1cccc(S(=O)(=O)Nc2ccccc2F)c1
  i, i
CCc1ccc(OCC(=O)O/N=C(\N)c2ccccn2)cc1
  i, /
Oc1[nH]c2ccccc2c1/C=N/c1nccs1
  i, i
Cn1nnnc1SCC1=C(C(=O)O)N2C(=O)[C@@H](NC(=O)[C@H](O)c3ccccc3)[C@H]2SC1
  i, i

The list goes on.
Fields – KCNQ2 inh, CHT block
Oc1ccc(/C=N/N2CCCCC2)c(O)c1O
  i, i
C=CCNC(=O)/C(C#N)=C/c1c(N2CC(C)OC(C)C2)nc2ccccn2c1=O (stereo not given)
  i, i
Cc1nnc(NC(=O)c2ccc(S(=O)(=O)N3CC(C)OC(C)C3)cc2)o1 (stereo not given)
  i, i
CC1CC(C)CN(c2ccc(C(=O)NCc3ccc4c(c3)OCO4)cc2[N+](=O)[O-])C1 (stereo not given)
  i, i
CC(=O)c1ccc(N2CCN(S(=O)(=O)c3c(C(=O)N4CCCC4)c(C)n(C)c3C)CC2)cc1
  i, i
COC(=O)c1ccc(-c2nc3ccc(C)cc3o2)cc1
  i, i
CCOC(=O)c1cnc2cc(-c3ccc(Cl)cc3)nn2c1N
  i, i
CCN(CC)C(=O)N1CCN(S(=O)(=O)c2ccc(C)cc2)CC1
  i, i
CCN1CCN(C(=O)c2[nH]c3ccc(OC)cc3c2C)CC1
  i, i
O=C1C2CCCN2C(c2ccc(Cl)cc2)N1c1nccs1 (stereo not given)
  i, i

The list continues.
Fields – KCNQ2 inh, CHT block
CCn1c(SC(C)C(=O)O)nc2sc3c(c2c1=O)CCC3 (stereo not given)
  i, i
OC1CCCN(Cc2c3ccccc3cc3ccccc23)C1 (stereo not given)
  i, i
O=C1CN(c2nc(-c3ccccc3)c3cc(Cl)ccc3n2)c2ccccc2N1
  i, i
COC(=O)c1ccc(Cn2nnc3c(=O)[nH]c(C4CCCN(S(=O)(=O)c5ccccc5)C4)nc32)cc1 (stereo not given)
  i, i
COc1cc2c(C(=O)O)c(C)n(CC(C)C)c2c2ccccc12
  i, /
C#CCOCCOCCOCCNc1nc(N2CCN(C(=O)CCCCCCCCCCNC(=O)[C@H](CCCCN)n3cc(CCCC(=O)O)nn3)CC2)nc(N2CCN(C(=O)CCCCCCCCCCNC(=O)[C@H](CCCN=C(N)N)n3cc(C[C@@H](C)CC)nn3)CC2)n1
  /, i
Cc1ccc(C(=O)N2CCCC2)cc1S(=O)(=O)N1CCCCC1
  i, i
CC(CNC(=O)c1ccccc1Cl)NC(=O)c1ccccc1Cl (stereo not given)
  i, i
CCn1c(=O)c(C(=O)CN(C)Cc2ccc(F)cc2)c(N)n(Cc2ccccc2)c1=O
  i, i
Cc1cccc(C(=O)NC2CCN(CC(=O)Nc3ccc4c(c3)OCO4)CC2)c1
  i, i

Retrieved one by one from the list above (five):
Fields – KCNQ2 inh, CHT block
OC1CCCN(Cc2c3ccccc3cc3ccccc23)C1 (stereo not given)
  i, i
CC(CNC(=O)c1ccccc1Cl)NC(=O)c1ccccc1Cl (stereo not given)
  i, i
O=C1CN(c2nc(-c3ccccc3)c3cc(Cl)ccc3n2)c2ccccc2N1
  i, i
CCn1c(=O)c(C(=O)CN(C)Cc2ccc(F)cc2)c(N)n(Cc2ccccc2)c1=O
  i, i
C#CCOCCOCCOCCNc1nc(N2CCN(C(=O)CCCCCCCCCCNC(=O)[C@H](CCCCN)n3cc(CCCC(=O)O)nn3)CC2)nc(N2CCN(C(=O)CCCCCCCCCCNC(=O)[C@H](CCCN=C(N)N)n3cc(C[C@@H](C)CC)nn3)CC2)n1
  /, i

Carrying on:
Fields – KCNQ2 inh, CHT block
c1ccc(-c2ccccc2-c2nc(-c3ccncc3)no2)cc1
  i, i
Cc1nc(Cl)c2oc3ccccc3c2n1
  i, i
Cn1c(=O)c2c(SCc3c(F)cccc3Cl)nc(CC(C)(C)C)nc2n(C)c1=O
  i, i
Cc1cc(-c2nnc(SCC(=O)Nc3ccc(S(N)(=O)=O)cc3)n2N)n[nH]1
  i, i
CSc1ncccc1C(=O)OCC(=O)N(C)C1CCS(=O)(=O)C1 (stereo not given)
  i, i
O=C(O)C1C2C=CC(C2)C1C(=O)NCc1ccccc1F (stereo not given)
  i, i
CCc1ccc(C(O)(c2ccccc2OC)C(CN2CCOCC2)c2ccccc2)cc1 (stereo not given)
  i, i
COc1ccc(N2CCN(C(=O)c3cc4c(=O)n(Cc5ccccc5)ccc4nc3C)CC2)cc1
  i, i
CC(OC(=O)C12CC3CC(CC(O)(C3)C1)C2)C(N)=O (stereo not given)
  i, i
COc1ccc2oc(C(=O)OCC(=O)Nc3ccccc3)c(C)c2c1
  i, i

(further entries)
Fields – KCNQ2 inh, CHT block
CCOC(=O)C1=C(C)N(CCCCCC(=O)O)C(=O)NC1c1ccccc1Cl (stereo not given)
  i, i
O=C(N/N=C/c1cn(Cc2ccccc2)c2ccccc12)c1cc(O)cc(O)c1
  i, i
O=C(Cn1cnc2c(cnn2-c2ccccc2)c1=O)Nc1ccc(S(=O)(=O)N2CCOCC2)cc1
  i, i
CN(C)c1ccc(N=Nc2ccccc2Br)cc1
  i, i
Cc1ccc(Nc2nc(N)nc(CN3CCC(C)CC3)n2)c(C)c1
  i, i
O=C(N/N=C/c1ccc(O)cc1)c1ccncc1
  i, i
Cn1c(-c2ccc(C(C)(C)C)cc2)n[nH]c1=S
  i, i
COc1ccc(-c2nnn(CC(=O)N(CCCO)C(C(=O)NC3CCCC3)c3ccncc3)n2)cc1 (stereo not given)
  i, i
Cn1c2ccccc2c2cc(/C=C(\NC(=O)c3ccccc3)C(=O)NCC(=O)O)ccc21
  i, i
COc1ccc(/C=C(\NC(=O)c2ccc(C)cc2)C(=O)N2CCCCC2)cc1
  i, i

New compounds follow
Fields – KCNQ2 inh, CHT block
Cc1nc2ccc(NC(=S)N3CCC(C)CC3)cc2nc1C
  i, i
COc1ccc(NC2CCCN(C(=O)c3csc(C(C)C)n3)C2)cc1OC (stereo not given)
  i, i
Cc1ccc(C(=O)Nc2ncc([N+](=O)[O-])s2)cc1
  i, -5.95*
O=C(c1cn(-c2ccccc2)nc1-c1ccc(Cl)cc1)N1CCOCC1
  i, -5.56*
COc1ccc(N(C=O)C(C(=O)Nc2c(C)cccc2C)c2ccccc2)cc1 (stereo not given)
  i, i
Cc1nn(C(=O)c2ccco2)c(C)c1Sc1ccccc1
  i, i
CC(C)(C)c1ccc(/C=C/C(=O)NCCCn2ccnc2)cc1
  i, i
c1ccc(CN2CCN(c3nc4ccccc4s3)CC2)cc1
  i, i
N#CCCN1CCN(Cn2c3ccccc3c3ccccc32)CC1
  i, i
CN(c1ccccc1)S(=O)(=O)c1ccc2ccccc2c1
  i, i

(list continues)
Fields – KCNQ2 inh, CHT block
S=c1[nH]nc(-c2cccc(Cl)c2)n1/N=C/c1ccc(-c2ccccc2Br)o1
  i, i
CCN1CCN(C(=O)C2CCN(c3nnc(-n4c(C)ccc4C)s3)CC2)CC1
  i, i
COc1ccc(Br)cc1CNC(=O)Cc1c(C(=O)O)[nH]c2ccc(Cl)cc12
  i, i
CCOC(=O)[C@@H]1[C@H]2COc3ccccc3[C@H]2N2C(=O)N(c3ccccc3)C(=O)[C@]12C
  i, i
CCCOc1ccc(C(=O)N2CCCC2C(=O)O)cc1 (stereo not given)
  i, i
Clc1cc(Br)ccc1OCCOCCN1CCCC1
  i, i
Cc1ccc(-n2nc(C)c3c(C)c(CCC(=O)NCCCOC(C)C)c(C)nc32)cc1
  i, i
Nc1ccc2nc3c(=O)[nH]c(=S)[nH]c3nc2c1
  i, i
CCOc1ccccc1NC(=S)N1CCN(c2nc(-c3cccc(OC)c3)cs2)CC1
  i, i
COc1ccc(-c2cc3ccccc3oc2=O)cc1NC(=O)c1ccc(Br)o1
  i, i

(cont.)
Fields – KCNQ2 inh, CHT block
CN1CCN(c2ccc(Nc3ccnc4cc(Cl)ccc34)cc2)CC1
  i, i
COc1ccc(NC(=S)N/C(=N/S(=O)(=O)c2ccc(C)cc2)c2ccccc2)cc1
  i, i
CCOc1ccc(NC(=O)CSc2ccc(-c3ccccn3)nn2)cc1
  i, i
Cc1ccc(OCCOCCN2CCCCC2)c([N+](=O)[O-])c1
  i, i
COc1ccc(/C=N/NC(=O)c2cc[n+]([O-])cc2)cc1OC
  i, i
COc1ccc(S(=O)(=O)N/N=C\c2ccc(OC)c(COc3ccc(C)cc3[N+](=O)[O-])c2)cc1
  i, i
CCOc1cc(C(=O)OCC(=O)NC(C)c2ccccc2)ccc1OCC(=O)N1CCOCC1 (stereo not given)
  i, i
CC(C)N(Cc1nc(-c2ccccc2)no1)C(=O)CN1C(=O)c2ccccc2C1=O
  i, i
CCC(=O)N1CCc2cc(Br)cc(S(=O)(=O)Nc3c(C)n(C)n(-c4ccccc4)c3=O)c21
  i, i
Cc1[nH]c2ccccc2c1Cc1nnc(SCCC#N)o1
  i, i

Remaining list, next part:
Fields – KCNQ2 inh, CHT block
CC(NC(=O)CSc1nc2sc3c(c2c(=O)n1-c1ccccc1)CCCC3)c1ccccc1 (stereo not given)
  i, i
c1ccc(-c2nc(C3CCCCC3)c3sccc3n2)cc1
  i, i
COC(=O)[C@@]12CCCCN1[C@H](c1ccc(-c3ccccc3)cc1)[C@@H]1C(=O)N(C)C(=O)[C@@H]12
  i, i
CCN(CC)CC1C(=O)N(c2ccc(OC)cc2)C1c1ccccc1 (stereo not given)
  i, i
CC(CNC(=O)c1ccc(Br)o1)NC(=O)c1ccc(Br)o1 (stereo not given)
  i, i
Cc1ccc(C(=O)/C=C/c2cc(Br)cc(Br)c2O)o1
  i, i
O=C(NCc1ccccc1)c1cc[n+](CC(=O)c2cccs2)cc1
  i, i
CN(C)CCCNc1nc(N)c([N+](=O)[O-])c(NCCO)n1
  i, i
Cc1cccc(C)c1NC(=O)c1cccc2c1C(=O)N(C1CCCCC1)C2
  i, i
CCOc1ccc(-c2c(=O)n(OCC)c3ccccc3[n+]2[O-])cc1
  i, i
CN(C)C(=O)c1cn(-c2ccccc2)nc1-c1cccc([N+](=O)[O-])c1
  i, i
CN(C)C(=O)CSc1nnc(CCNC(=O)OC(C)(C)C)o1
  i, i
